UHRF1 MBD2 ctr: human UHRF1 methylated DNA binding inhibitors | Q96T88 | UHRF1 binding to methylated oligo, TR-FRET | inhibition, % at 4.4 µM | hit rate 0.75% among 370,000 | AID 687016; in the data active means inhibition above about 21%;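 further: UHRF1 SRA domain binding a hemimethylated CpG hairpin DNA probe; 0% = median of test compound wells and 100% = reference inhibitor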
MBD2 inh: inhibitors of human MBD2 binding to methylated oligonucleotide. TR-FRET. inhibition, % at 4.4 µM. AID 686964. Q9UBB5. hit rate 0.31% among 370,000; in the data active means inhibition above about 13%
Rev-erbA mod: modulates human Rev-erb alpha binding to DNA | activity, % at 10 µM | hit rate 0.79% among 370,000 | Rev-erbα–FITC-DNA binding, fluorescence polarization, 90 min;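 active means activity above about 14%, limit read from the data; passing the limit was not always enough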;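 further: 0% = DMSO wells with 35 nM protein and 100% = DMSO wells with 750 nM protein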
Target sequence (P20393 whole entry, looked up): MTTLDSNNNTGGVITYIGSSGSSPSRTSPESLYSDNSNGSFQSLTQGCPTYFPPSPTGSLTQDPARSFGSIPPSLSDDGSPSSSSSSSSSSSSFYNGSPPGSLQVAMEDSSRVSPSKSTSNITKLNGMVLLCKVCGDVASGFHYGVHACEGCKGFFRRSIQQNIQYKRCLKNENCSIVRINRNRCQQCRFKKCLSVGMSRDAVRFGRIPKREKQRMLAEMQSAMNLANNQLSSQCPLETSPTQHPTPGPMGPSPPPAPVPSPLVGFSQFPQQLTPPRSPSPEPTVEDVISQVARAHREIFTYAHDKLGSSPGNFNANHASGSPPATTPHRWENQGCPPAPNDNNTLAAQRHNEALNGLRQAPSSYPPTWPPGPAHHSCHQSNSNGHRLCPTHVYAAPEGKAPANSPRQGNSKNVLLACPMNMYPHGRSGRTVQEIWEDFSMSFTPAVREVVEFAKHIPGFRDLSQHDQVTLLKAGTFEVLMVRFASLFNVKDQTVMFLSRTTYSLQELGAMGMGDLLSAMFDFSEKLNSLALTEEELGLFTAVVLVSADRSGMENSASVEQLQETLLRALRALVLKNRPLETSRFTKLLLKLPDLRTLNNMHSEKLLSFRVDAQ
PRMT1 inh: inhibitors of human PRMT1 | Q99873 | recombinant PRMT1, activity-based probe fluorescence polarization | inhibition, % at 2.79 µM | hit rate 1.3% among 370,000 | AID 652257;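 active means inhibition above about 21% made by adding two undisclosed values, limit read from the data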
PG9 Ab binder: small molecules binding HIV-1 gp120 antibody PG9 | inhibition, % at 6.7 µM | hit rate 0.43% among 360,000 | TR-FRET gp120-PG9 antibody binding | AID 624416; in the data active means inhibition above about 8.5%
rCAG binder: binds r(CAG) RNA repeats; r(CAG) RNA repeat, TO-PRO-1 dye displacement fluorescence; inhibition, % at 3 µM; hit rate 1.3% among 370,000; AID 651821;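 active means inhibition above the plate cutoff, the mean of all test compounds on that plate plus 3 SD, cut at about 35% in these data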;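 further: 0% = DMSO alone and 100% = 100 µM mitoxantrone as full dye displacement; higher means more dye released from RNA so lower well fluorescence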
LEDGF integ inh: blocks HIV-1 LEDGF/p75-dependent DNA integration; TR-FRET IN-LEDGF/p75 DNA integration, Eu/Cy5; inhibition, % at 3.7 µM; hit rate 0.64% among 370,000;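 active means inhibition above the screen-wide mean plus 3 SD, cut at about 13% in these data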;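 further: signal is the Cy5 over europium emission ratio at 671 and 618 nm; 0% = plate median of compound wells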
HTRA1 inh: inhibitors of human serine peptidase HTRA1 | Q92743 | recombinant HTRA1, FP-rhodamine activity-based probe, fluorescence polarization | inhibition, % at 5.96 µM | hit rate 0.5% among 340,000 | AID 504803; in the data active means inhibition above about 36%;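 further: 0% = enzyme with DMSO and 100% = wells lacking enzyme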
TCR-CD3 inh: inhibitors of human TCR-CD3 interaction; TAMRA-labeled TCR probe fluorescence, biochemical; inhibition, % at 9.4 µM; hit rate 0.37% among 360,000; in the data active means inhibition above about 19%;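 further: recombinant mutant TCR 2C K166C tagged with TAMRA read by polarization; 0% = receptor in buffer alone and 100% = receptor with positive control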
ABHD4 inh: inhibits mouse alpha/beta hydrolase domain 4; Q8VD66; purified mABHD4, FP-Rh probe fluorescence polarization; inhibition, % at 8.92 µM; hit rate 0.54% among 370,000;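 active means inhibition exceeding the mean over every tested compound plus 3 SD, cut at about 30% in these data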;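 further: 0% = plate median of compound wells and 100% = S159A mutant with DMSO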
Target sequence (Q8VD66 whole entry, looked up, the tested form may be a part): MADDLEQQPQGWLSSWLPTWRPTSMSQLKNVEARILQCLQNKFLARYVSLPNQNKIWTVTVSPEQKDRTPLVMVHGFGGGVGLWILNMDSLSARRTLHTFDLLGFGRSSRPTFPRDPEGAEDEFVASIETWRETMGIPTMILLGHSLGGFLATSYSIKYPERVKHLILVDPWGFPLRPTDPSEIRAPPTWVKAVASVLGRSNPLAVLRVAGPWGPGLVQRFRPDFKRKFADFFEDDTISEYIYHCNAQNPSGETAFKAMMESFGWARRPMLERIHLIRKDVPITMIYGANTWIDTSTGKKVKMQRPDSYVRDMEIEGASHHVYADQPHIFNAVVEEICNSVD
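Test system: mouse ABHD4 enzyme, wild type. Reagent: FP-Rh fluorescent activity-based probe, added after compound pre-incubation. Timing: pre-incubation 45 min, probe exposure 60 min, at 25 °C. Technique: FP readout, ex 525 nm / em 598 nm. Benchmarks: high control S159A mutant with DMSO, low control median of compound wells.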
Active calls of the source: *; / = no result given.

SMILES	UHRF1 MBD2 ctr	MBD2 inh	Rev-erbA mod	PRMT1 inh	PG9 Ab binder	rCAG binder	LEDGF integ inh	HTRA1 inh	TCR-CD3 inh	ABHD4 inh
CCOC(=O)C1=C(C)NC(C)=C(C(=O)OCC)C1C(=O)OCC(=O)Nc1ccc(NC(C)=O)cc1	-3	-6	-1	-5	-1.0	0	4	-2	-3	-7
O=C(Cn1nc(-c2ccccc2)c2ccccc2c1=O)Nc1ccccn1	1	4	-2	2	2.0	-1	1	-6	8	4
COc1ccccc1Nc1nc(N)nc(CSc2ncccn2)n1	-1	-1	1	1	-1.0	-4	2	-4	2	-3
CCCCC(=O)NCc1ccc(F)cc1	-3	1	-3	-3	-1.1	-1	4	7	4	-1
Nc1nonc1-n1nnc(C(=O)N/N=C/c2ccc(Cl)cc2Cl)c1CN1CCCCC1	0	9	0	2	2.1	8	3	-4	-2	-3
COc1ccc(C(OCC(O)CN(C)C2CCCCC2)c2ccc(OC)cc2)cc1 (configuration not stated)	1	2	-1	-2	-0.2	8	-7	-19	-6	5
COCCCN1C(=O)c2ccc(C(=O)Nc3cccc(OC)c3)cc2C1=O	0	4	0	-1	-1.7	-5	1	-5	-4	3
Cc1ccccc1C(=O)NC(=S)NC1CCSC1=O (configuration not stated)	-2	-2	0	4	-0.7	0	-4	4	-4	-2
COc1ccc(S(=O)(=O)Cc2ccc(C(=O)N3CCN(c4cc(Cl)ccc4C)CC3)o2)cc1	0	-2	4	0	0.4	4	-1	-37	3	-5
COc1ccc(N2CCN(C(=O)CNS(=O)(=O)c3ccc(Br)s3)CC2)cc1	-1	1	0	2	-0.1	2	-9	3	-3	1
O=C(NCCc1ccc(Cl)cc1)c1ccc(CS(=O)Cc2ccc(Cl)cc2)o1 (configuration not stated)	-2	3	4	2	0.2	-3	-2	-10	10	-5
O=C(NC(=O)N1CCN(c2cccc(Cl)c2)CC1)c1ccccc1	1	3	-2	0	-0.7	-4	1	2	2	-3
CCCN(C(=O)c1c(-c2ccccc2)noc1C)c1c(N)n(Cc2ccccc2)c(=O)[nH]c1=O	-2	0	14	-3	-0.6	1	-4	2	2	6
Cc1ccc(-n2ncc(-c3nn[nH]n3)c2N)cc1	-1	4	2	4	-0.4	-2	-6	-3	-8	8
CCOC(=O)C1CCN(C(=O)Cn2cc(C(=O)C3CC3)c3ccccc32)CC1	0	0	-2	1	1.5	-4	-2	3	-8	3
COc1ccc(S(=O)(=O)N2CCCC(C(=O)NCc3ccco3)C2)cc1OC (configuration not stated)	0	0	0	0	-0.8	-2	-3	6	1	4
CC(C)N1CCN(C(=O)C2CCC(=O)N(CCc3cccc(F)c3)C2)CC1 (configuration not stated)	5	5	3	6	-1.7	-6	-6	0	-9	-10
CN(CC(=O)N1CCCCC1)S(=O)(=O)c1cccc2nsnc12	0	-1	-3	-1	-0.6	1	-2	5	4	0
COc1cc(NC(=O)CCl)ccc(=O)c1	3	-8	-6	2	-1.8	2	1	-5	-1	6
O=C(CSc1nnc(COc2ccccc2)n1-c1ccccc1)Nc1ccc(S(=O)(=O)Nc2nccs2)cc1	-1	4	-1	-2	/	75*	2	/	/	-18
CSc1nnc(NC(=O)c2ccco2)s1	-1	7	7	-2	-1.6	-1	-2	-1	-3	1
Cc1ccc(Nc2nc(N)nc(CN3CCN(Cc4ccccc4)CC3)n2)cc1Cl	-5	-4	-1	5	0.1	-1	4	-6	-3	-4
CCc1nnc(NC(=O)CSc2nnc(CCc3nc4ccccc4[nH]3)n2C)s1	2	-3	-1	0	2.4	4	2	7	0	0
CCOc1ccc(NC(=O)Nc2cc(C)ccc2F)cc1	0	-3	5	1	3.2	0	6	2	-6	-7
O=c1[nH]c(-c2ccc(Cl)cc2)cs1	4	4	4	3	-2.4	21	-7	-2	0	-1
SMILES	UHRF1 MBD2 ctr	MBD2 inh	Rev-erbA mod	PRMT1 inh	PG9 Ab binder	rCAG binder	LEDGF integ inh	HTRA1 inh	TCR-CD3 inh	ABHD4 inh
COC(=O)[C@@H](NC(=O)/C=C/c1ccc(OC)cc1)C(C)C	-1	-4	2	0	-2.4	-3	4	5	9	1
COc1ccc(C(C)C)cc1S(=O)(=O)NCc1ccccn1	1	-5	-4	-1	-2.4	-2	-2	4	3	-2
C=CCc1cccc(/C=N/NC(=O)C[n+]2ccccc2)c1O	2	-1	5	-1	-0.9	7	-7	7	-5	1
COC(=O)c1ccc(=O)n(CC(=O)c2ccc(Cl)cc2)c1	27*	3	0	0	0.3	14	1	7	2	-5
Cc1cc(NS(=O)(=O)c2ccc(NC(=O)/C=C/c3ccccc3)cc2)nc(C)n1	-2	-1	1	-3	-1.1	14	-3	-7	-1	-17
O=C(Cn1ccc([N+](=O)[O-])n1)N1CCCCCC1	7	-1	-5	9	0.2	-3	-3	5	4	1
Oc1ccc(-c2cnc3c(Nc4cccc(OC(F)(F)C(F)F)c4)nccn23)cc1	2	-2	-9	-1	1.4	9	4	/	0	4
CC1Cc2ccccc2N1C(=O)Cn1nnc(-c2ccccc2NC(=O)C2CCC2)n1 (configuration not stated)	3	-3	1	-1	0.4	1	3	-2	3	2
COC(=O)N1C[C@H](OC(=O)c2ccc(-c3ccccc3)cc2)[C@H]2C[C@@H]1c1ccccc1O2	2	1	1	5	-0.6	1	1	/	1	4
CCc1ccc(N(C(=O)c2csnn2)C(C(=O)NC2CCCCC2)c2ccncc2)cc1 (configuration not stated)	1	-2	-4	1	2.9	3	-1	-1	7	2
COc1ccc(CNc2ccc3c(c2)nc(C)n3C)cc1	-2	-6	-3	2	-4.0	-4	-1	0	0	-2
O=C(NNC(=O)c1nn(-c2ccc(F)cc2)ccc1=O)c1ccc(Cl)cc1	-2	3	-2	-2	0.4	-3	-1	/	2	4
Clc1ccc(-c2nnc(SCc3cccc4ccccc34)n2Cc2ccco2)cc1	3	2	1	3	/	6	5	/	/	-17
Cc1ccc(N2CC(C(=O)Nc3cc(C)on3)CC2=O)c(C)c1 (configuration not stated)	1	1	0	-3	1.1	-3	0	1	2	-3
CC[C@H](C)[C@@H](C(=O)N1CCNCC1)n1cc([C@@H](N)CO)nn1	0	-2	-4	1	-1.9	2	-1	-6	-6	4
Cc1ccccc1-n1c(=O)cc(N2CC(C)OC(C)C2)[nH]c1=O (configuration not stated)	0	2	0	1	-2.2	1	3	1	-4	-3
CCN(CC(=O)Nc1sc2c(c1C#N)CCCC2)Cc1nc2ccccc2c(=O)[nH]1	0	-6	-1	1	3.1	0	4	1	7	-7
COc1cc(/C=N/Nc2ccccn2)ccc1OCC(C)C	0	0	3	4	-1.1	-4	1	1	5	13
CC(NC(=O)c1ccco1)c1nc(-c2ccccc2Cl)no1 (configuration not stated)	3	2	-6	3	-0.7	1	-8	-1	-3	-4
CC(C)N(CCNC(=O)c1ccc(OCC2CCCO2)cc1)C(C)C (configuration not stated)	2	-3	2	2	1.5	1	2	7	7	9
O=C(c1ccc(Cl)cc1)c1ccccc1C(=O)N1CCOCC1	1	1	0	-3	-1.9	-1	3	-16	6	1
Cc1cccnc1NC(=O)C12CCC(C)(C(=O)O1)C2(C)C (configuration not stated)	0	4	0	-2	2.6	2	-2	1	1	2
C=C(C)Cn1c(=O)c(NC(=O)c2ccccc2)c2n(c1=S)CCC2	5	-1	4	2	-0.6	8	0	2	-9	-4
CCCCN(Cc1ccco1)S(=O)(=O)c1ccc(-c2ccc(=O)[nH]n2)s1	-1	-2	1	0	-2.5	4	1	-20	3	-14
C=CCN1C(=O)C(C(C)CC)NC1=S (configuration not stated)	3	-3	-3	1	-0.5	-3	-4	0	6	6

The final 3 records of the part before come first, to join the parts.
SMILES	UHRF1 MBD2 ctr	MBD2 inh	Rev-erbA mod	PRMT1 inh	PG9 Ab binder	rCAG binder	LEDGF integ inh	HTRA1 inh	TCR-CD3 inh	ABHD4 inh
C=C(C)Cn1c(=O)c(NC(=O)c2ccccc2)c2n(c1=S)CCC2	5	-1	4	2	-0.6	8	0	2	-9	-4
CCCCN(Cc1ccco1)S(=O)(=O)c1ccc(-c2ccc(=O)[nH]n2)s1	-1	-2	1	0	-2.5	4	1	-20	3	-14
C=CCN1C(=O)C(C(C)CC)NC1=S (configuration not stated)	3	-3	-3	1	-0.5	-3	-4	0	6	6
O=C(NC1CCCCC1)C(c1ccc(F)cc1)N(Cc1ccco1)C(=O)CN1C(=O)c2ccccc2S1(=O)=O (configuration not stated)	-4	3	1	-3	0.5	1	-2	0	4	2
O=[N+]([O-])c1cc(CSC2=NCCN2)ccc1O	4	-1	0	1	0.5	3	-12	3	1	5
COc1ccc(CNC(=O)CCCN2C(=O)NC3(CCCC3)C2=O)cc1	0	1	2	0	0.0	1	-4	3	-9	2
O=C(COC(=O)C1=NNC(=O)CC1)NCCc1ccccc1	2	-5	0	-5	-2.3	1	8	3	-8	-8
Cc1c(NC(=O)/C=C/c2cn(-c3ccccc3)nc2-c2ccccc2)c(=O)n(-c2ccccc2)n1C	-2	-5	-7	-2	0.9	4	2	1	3	3
CC(Sc1nnc(Cc2cccs2)n1C)C(=O)Nc1ccc(C(N)=O)cc1 (configuration not stated)	-2	-4	3	-2	0.0	2	1	8	-4	6
Cc1c(C(=O)c2ccc(F)cc2F)c2ccccn2c1CCc1ccccn1	3	-5	4	2	-2.8	4	-1	9	-5	3
CCOC(=O)c1cnc(SC)nc1Nc1cccc2ccccc12	0	3	3	2	-0.1	2	0	5	9	-1
O=C(Nc1ccccc1-c1nc2ccccc2s1)C1=COCCO1	1	1	-7	1	3.2	10	-4	-5	-7	-2
CCOC(=O)Cn1c(-c2ccccc2)nc2ccccc2c1=O	-2	-3	-2	4	-1.4	0	-3	-13	-1	-4
O=C(O)CS(=O)CC(=O)NCc1cccc(C(F)(F)F)c1 (configuration not stated)	0	-1	-4	-1	1.1	3	0	1	-3	5
O=C(C1=C[C@H](c2ccccc2)C[C@H](OCc2ccc(CO)cc2)O1)N1CCOCC1	-1	6	0	0	-1.3	-7	2	0	-10	2
CCc1ccccc1NC(=S)N(CCN1CCCCC1)Cc1ccco1	4	2	5	-1	-1.3	-1	7	4	1	-4
COc1ccc(NC(=O)c2sc(N3CCOCC3)nc2-c2ccccc2)c(OC)c1	0	0	-3	0	-0.1	-6	-2	-6	0	13
c1ccc(CSc2ncccc2-c2nc3ccccc3[nH]2)cc1	2	0	3	-2	/	4	0	/	/	-5
CN=c1sc2ccccc2n1CC(O)COc1ccccc1 (configuration not stated)	0	-5	4	-1	1.7	-6	3	-6	-5	1
Cc1ccc(-c2nc(N/N=C/c3ccncc3)c3ccccc3n2)cc1	-1	4	-5	1	0.1	8	0	-44	2	-16
CCOC(=O)N1CCN(C(=O)CCc2ccc(S(=O)(=O)NC(C)C)cc2)CC1	-2	2	0	-4	-1.3	-7	-1	1	4	-1
CCOC(=O)Cc1ccc(NS(=O)(=O)c2ccc(SC)cc2)cc1	0	-5	-1	-1	2.8	5	-1	-13	1	-12
C[n+]1ccccc1/C=C1\Sc2ccccc2N1CCO	-55	-15	3	14	-2.1	-1	8	5	-13	-3
CC(C)NC(=O)C1CCN(C2CCN(Cc3cn[nH]c3-c3ccccc3)CC2)CC1	-1	3	-1	2	-1.4	-4	-1	0	8	6

Entries listed so far that contain a nitro group on carbon, in the order listed:
SMILES	UHRF1 MBD2 ctr	MBD2 inh	Rev-erbA mod	PRMT1 inh	PG9 Ab binder	rCAG binder	LEDGF integ inh	HTRA1 inh	TCR-CD3 inh	ABHD4 inh
O=C(Cn1ccc([N+](=O)[O-])n1)N1CCCCCC1	7	-1	-5	9	0.2	-3	-3	5	4	1
O=[N+]([O-])c1cc(CSC2=NCCN2)ccc1O	4	-1	0	1	0.5	3	-12	3	1	5

Screening data from PubChem BioAssay.

An excerpt; count on the stated rates, not on these rows.
